FID counter: fluorescent intercalator displacement, NS3 helicase counter-screen; DNA fluorescent intercalator displacement, fluorescence; inhibition, % at 7.9 µM; 290,000 tested, 0.17% active; AID 1845; in the data active means inhibition above about 37%;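 further: 0% = vehicle and 100% = reference compound; higher means more ethidium bromide displaced from hairpin DNA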
M18AAP inhibitor: PfM18AAP enzyme inhibition; 290,000 tested, 1.2% active; recombinant PfM18AAP, H-Glu-NHMec fluorogenic cleavage; AID 1822; inhibition, % at 7.35 µM;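 active means inhibition above the campaign mean inhibition over all tested compounds plus 3 SD, cut at about 28% in these data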;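 further: 0% = plate median of test compound wells and 100% = 2 mM ZnCl2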
MEKK3 PB1 HTS: MEKK3-MEK5 PB1 interaction, increase or decrease; Q99759; binding response (% of control), % at 10 µM; bead-based flow cytometry, Alexa488-MEK5 binding to MEKK3; actives lie on both sides; 0 = blocked by unlabeled MEK5, 100 = vehicle; AID 1529; 290,000 tested, 1.4% active;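 active means binding response more than 3 SD above or below the average of its plate-row segment, actives on both sides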;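 further: Alexa488 bead fluorescence after subtracting the streptavidin-only scavenger bead signal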
Target sequence (Q99759 whole entry, looked up): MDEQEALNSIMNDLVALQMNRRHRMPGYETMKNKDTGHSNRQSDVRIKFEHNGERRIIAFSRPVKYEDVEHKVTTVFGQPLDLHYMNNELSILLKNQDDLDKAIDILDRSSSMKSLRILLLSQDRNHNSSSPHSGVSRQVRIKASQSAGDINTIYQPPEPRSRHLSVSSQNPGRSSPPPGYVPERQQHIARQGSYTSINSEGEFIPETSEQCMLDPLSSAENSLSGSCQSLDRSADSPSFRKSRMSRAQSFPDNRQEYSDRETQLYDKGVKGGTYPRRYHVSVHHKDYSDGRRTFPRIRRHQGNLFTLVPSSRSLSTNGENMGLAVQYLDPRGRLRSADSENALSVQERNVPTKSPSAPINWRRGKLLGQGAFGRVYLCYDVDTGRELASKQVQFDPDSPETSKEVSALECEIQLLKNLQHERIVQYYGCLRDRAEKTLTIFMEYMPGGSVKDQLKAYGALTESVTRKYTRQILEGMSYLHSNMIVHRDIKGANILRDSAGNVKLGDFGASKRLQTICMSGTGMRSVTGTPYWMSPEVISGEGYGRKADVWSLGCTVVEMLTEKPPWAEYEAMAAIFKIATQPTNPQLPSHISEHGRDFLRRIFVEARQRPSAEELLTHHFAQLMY
GPR7 antag: antagonists of human GPR7 (neuropeptides B/W receptor 1). AID 1861. 290,000 tested, 1.1% active. P48145. inhibition, % at 4.4 µM. GPR7-expressing cells, fluorescence antagonist assay; in the data active means inhibition above about 16%, passing the limit was not always enough;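 further: cells stimulated with the agonist NPW; 0% = agonist with vehicle and 100% = vehicle without agonist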
NALP1 yeast inh: NALP1 inhibition. S. cerevisiae NALP1/ASC/caspase-1 growth, X-gal OD620, 72 h. inhibition, % at 10 µM. 280,000 tested, 0.61% active. AID 2071; in the data active means inhibition mostly above about 24%, no sharp cut-off; inactive means mostly below about 32%; further: some compounds called inactive have numbers as strong as hits
MEKK2 WT-MEK5: raises or lowers MEK5 binding to wildtype human MEKK2 PB1 domain; Q9Y2U5; bead flow cytometry, Alexa488-MEK5 binding to MEKK2 WT; actives lie on both sides; binding response (% of control), % at 10 µM; 290,000 tested, 1.1% active; in the data active means binding response below about 67% or above about 130%
OXTR agonist: agonists of human oxytocin receptor | activation, % at 3 µM | 320,000 tested, 0.32% active | P30559 | AID 2435 | CHO-OTR cells, Fluo-8 calcium fluorescence; normalized: DMSO 0%, oxytocin 100%;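 active means activation above the mean of all tested compounds plus 3 SD, cutoff set per screening run, cut at about 20% in these data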;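 further: peak over basal fluorescence ratio from a 100 s FLIPR kinetic read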
Target sequence (P30559 whole entry, looked up): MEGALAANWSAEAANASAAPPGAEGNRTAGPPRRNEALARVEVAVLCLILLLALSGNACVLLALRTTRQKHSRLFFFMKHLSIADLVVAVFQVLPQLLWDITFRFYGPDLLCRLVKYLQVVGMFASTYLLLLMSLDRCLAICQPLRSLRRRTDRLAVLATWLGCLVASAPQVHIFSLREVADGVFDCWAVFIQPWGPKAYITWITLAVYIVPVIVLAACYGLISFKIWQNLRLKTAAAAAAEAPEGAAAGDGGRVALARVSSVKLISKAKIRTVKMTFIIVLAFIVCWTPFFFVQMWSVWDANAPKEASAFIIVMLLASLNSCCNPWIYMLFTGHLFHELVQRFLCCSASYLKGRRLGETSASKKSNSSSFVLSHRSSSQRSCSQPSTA
PHOSPHO1 inh: blocks human PHOSPHO1 phosphatase activity. inhibition, % at 13.3 µM. 290,000 tested, 1.1% active. Q8TCT1. recombinant PHOSPHO1, absorbance phosphatase assay; in the data active means inhibition above about 60%
MEKK2 mut-MEK5: signal of MEK5 binding to mutant human MEKK2 PB1 domain | bead flow cytometry, Alexa488-MEK5 binding to MEKK2 mutant | percent response, % at 10 µM | 290,000 tested, 0.35% active; in the data active means percent response above about 24%, passing the limit was not always enough; further: inactives centre near 1; some results filed as inactive read as strong as hits; reference of the scale not given here
An asterisk follows results filed as active; / = no result given.

SMILES | FID counter | M18AAP inhibitor | MEKK3 PB1 HTS | GPR7 antag | NALP1 yeast inh | MEKK2 WT-MEK5 | OXTR agonist | PHOSPHO1 inh | MEKK2 mut-MEK5
COc1cccc(/C(O)=C2/C(=O)C(=O)N(c3ccccn3)C2c2ccc(OC)c(OC)c2)c1 (stereo unspecified) | -4 | 1 | 97 | 7 | -3 | 93 | 0.1 | 20 | -4
CCCC(=O)C1=C(O)C(C(=O)OC)C(C)(C)CC1=NCCc1ccccc1 (stereo unspecified) | -38 | 1 | 101 | -8 | -4 | 105 | -2.0 | -11 | 2
NC(=S)NC1CC2CC1C1C=CCC21 (stereo unspecified) | -1 | -4 | 102 | -12 | -1 | 97 | 3.4 | 15 | 0
Cc1ccc(Cn2nc(C)c(NC(=O)C3(C)CC3(Br)Br)c2C)cc1 (stereo unspecified) | -26 | -18 | 105 | -11 | -3 | 99 | 0.4 | -23 | -3
O=C(CN1CCOCC1)NN=C(c1ccccc1)c1ccccc1 | -18 | -8 | 99 | -10 | -14 | 103 | -0.3 | 5 | 3
CN(Cc1nccs1)C(=O)c1ccc(OC2CCN(CCc3ccccc3)CC2)cc1 | 6 | 1 | 100 | -7 | 2 | 109 | 2.5 | -4 | 4
COc1ccc(NC(=O)CN(C)C(=O)C(CCSC)NC(=O)c2ccccc2)cc1 (stereo unspecified) | -24 | -3 | 91 | -13 | 19 | 91 | -0.2 | 15 | -12
CCN(CC)c1ccc(Nc2nc(N3CCOCC3)c3ccccc3n2)cc1 | 7 | -2 | 102 | -6 | 17 | 120 | 0.0 | 26 | 4
CCOC(=O)C1CCN(c2cc3c(cc2NC(=O)c2ccc(OC)c(OC)c2)n(C)c(=O)n3C)CC1 | -25 | -5 | 98 | -20 | 17 | 96 | 1.4 | 22 | -2
C=CCn1cn[nH]c1=S | -1 | 1 | 99 | -6 | 4 | 99 | 0.7 | 10 | -5
COc1ccc(OC)c(N2CC(O)=C(c3nc4ccccc4s3)C2=N)c1 | -14 | 2 | 101 | 9 | 12 | 99 | 0.3 | 54 | 4
COc1ccccc1CNC(=O)COC(=O)/C=C/c1cccs1 | -10 | -10 | 98 | 19* | 24 | 98 | -1.4 | -4 | -2
CCC(=O)/C=C1/Sc2ccccc2N1CC | -8 | 54* | 112 | -9 | 21 | 92 | -2.5 | 1 | 19
COc1ccc(CCNC(=O)c2ccc3c(c2)N(Cc2ccc(F)cc2)CCS3)c(OC)c1 | -28 | -1 | 101 | 9 | -5 | 117 | -1.1 | 37 | 5
Cn1cc(S(=O)(=O)N2CCCC2)cc1C(=O)NCc1ccccc1 | -17 | -9 | 102 | -7 | 17 | 102 | -0.5 | 33 | -2
CCOC(=O)C(CC(C)C)CP(=O)(O)CNC(=O)OCc1ccccc1 (stereo unspecified) | -36 | -9 | 98 | 0 | 1 | 100 | 0.2 | -19 | 1
Cc1ccc(NC(=S)N2CCCC(CO)C2)c(C)c1 (stereo unspecified) | -1 | 0 | 99 | -18 | -2 | 98 | 1.0 | 54 | -1
Cc1cccc(CN(CC(=O)N/N=C/c2cccs2)S(=O)(=O)c2ccc(Cl)cc2)c1 | -16 | 4 | 114 | -15 | 15 | 105 | -0.1 | 46 | 13
O=C(CCC(=O)N1CCN(Cc2ccc(F)cc2)CC1)Nc1nnc(C2CCCCC2)s1 | -31 | -9 | 95 | 4 | 8 | 100 | 1.2 | 17 | -6
CCOc1cc(C)c(Cl)cc1S(=O)(=O)n1nnc2ccccc21 | -3 | 1 | 103 | 13 | 12 | 107 | 0.5 | 10 | 1

Next part; the last 5 above are carried over.
SMILES | FID counter | M18AAP inhibitor | MEKK3 PB1 HTS | GPR7 antag | NALP1 yeast inh | MEKK2 WT-MEK5 | OXTR agonist | PHOSPHO1 inh | MEKK2 mut-MEK5
CCOC(=O)C(CC(C)C)CP(=O)(O)CNC(=O)OCc1ccccc1 (stereo unspecified) | -36 | -9 | 98 | 0 | 1 | 100 | 0.2 | -19 | 1
Cc1ccc(NC(=S)N2CCCC(CO)C2)c(C)c1 (stereo unspecified) | -1 | 0 | 99 | -18 | -2 | 98 | 1.0 | 54 | -1
Cc1cccc(CN(CC(=O)N/N=C/c2cccs2)S(=O)(=O)c2ccc(Cl)cc2)c1 | -16 | 4 | 114 | -15 | 15 | 105 | -0.1 | 46 | 13
O=C(CCC(=O)N1CCN(Cc2ccc(F)cc2)CC1)Nc1nnc(C2CCCCC2)s1 | -31 | -9 | 95 | 4 | 8 | 100 | 1.2 | 17 | -6
CCOc1cc(C)c(Cl)cc1S(=O)(=O)n1nnc2ccccc21 | -3 | 1 | 103 | 13 | 12 | 107 | 0.5 | 10 | 1
Cc1ccc(-n2c(SCC(N)=O)nc3c(oc4ccccc43)c2=O)cc1 | -23 | -11 | 102 | 10 | 13 | 104 | -0.8 | 7 | 3
COc1ccc(C2C(C(C)=O)=C(C)N=c3s/c(=C/c4ccc5c(c4)OCO5)c(=O)n32)cc1 (stereo unspecified) | -2 | -2 | / | -5 | 9 | / | / | 10 | /
Cc1ccc(NC(=O)c2ccccc2F)cc1S(=O)(=O)N1CCCCCC1 | -4 | 7 | 93 | 22* | -6 | 94 | -0.8 | 27 | -2
O=C(O)C1CC(=O)N(CCOc2ccccc2)C1 (stereo unspecified) | 3 | 2 | 102 | 8 | 7 | 105 | 0.7 | 6 | 3
CCCC(C)C(=O)Nc1nc(C)c(-c2csc(Nc3cc(Cl)ccc3C)n2)s1 (stereo unspecified) | -5 | 5 | 98 | 9 | -2 | 99 | -1.2 | 74* | 4
Cc1ccc2nc3c(cc(S(=O)(=O)c4ccccc4)c(=N)n3Cc3ccco3)c(=O)n2c1 | -1 | 9 | 103 | -10 | -3 | 95 | 0.9 | 11 | -7
O=C1NC(=S)N/C1=C/c1cccc2ccccc12 | -8 | 0 | 108 | 11 | 9 | 104 | -1.9 | 33 | 10
Cc1ccc(C(=O)Nc2sc3c(c2C(=O)NCc2ccco2)CCCC3)cc1 | -2 | 2 | 99 | 5 | -25 | 94 | -0.8 | 24 | -3
Cc1ccc(C)c2c1cc(C)c1nnc(SCC(=O)c3cccs3)n12 | -7 | 6 | 148* | -4 | 17 | 112 | -0.8 | -16 | 4
CC(=O)NC(CCS(C)(=O)=O)C(=O)Nc1ccc2c(c1)OCO2 (stereo unspecified) | 6 | 5 | 90 | -2 | / | 92 | -0.4 | 8 | -5
CCN(CC)c1ccc(NC(=O)c2cccc(OC)c2)c(C)c1 | -7 | 20 | 104 | -9 | -12 | 109 | -1.3 | -7 | 5
COc1ccccc1CNC(=O)C1Cc2cc(S(=O)(=O)N3CCCCC3)ccc2N1C(C)=O (stereo unspecified) | -43 | 6 | 98 | -11 | -11 | 99 | -1.4 | 28 | 5
CS(=O)(=O)N1CCN(c2ccc([N+](=O)[O-])c(NCc3cccnc3)c2)CC1 | -2 | 3 | 102 | -9 | 13 | 103 | 0.7 | 16 | 2
O=C(CCNC(=O)OCc1ccccc1)NC1CCCCC1 | -6 | -3 | 135* | 8 | -39 | 105 | -1.5 | -17 | 3
CCCN1CCN(CCCNC(=S)Nc2ccc(F)cc2)CC1 | 2 | -6 | 115 | 2 | 6 | 105 | 0.3 | 47 | 3
O=C(O)C1(c2ccccc2)CCN(S(=O)(=O)c2ccc(Cl)s2)CC1 | -30 | -6 | 95 | 1 | -6 | 96 | -0.1 | 20 | -7
CC(=O)NC1(C(F)(F)F)N=C2SCCN2C1=O (stereo unspecified) | 0 | -5 | 102 | -6 | 8 | 104 | -0.2 | 6 | 3
CS(=O)(=O)c1ccc(SCC(=O)NC2CCS(=O)(=O)C2)c([N+](=O)[O-])c1 (stereo unspecified) | -1 | -9 | 108 | 3 | -10 | 108 | 0.1 | -55 | -4
Cc1csc(SC(C)C(=O)NCC(=O)Nc2ccc(F)c(F)c2F)n1 (stereo unspecified) | -6 | 6 | 102 | -3 | 7 | 101 | -0.1 | -20 | 3
CCOC(=O)N1CCN(C(=O)CCNS(=O)(=O)c2ccccc2)CC1 | -7 | -10 | 105 | 5 | 13 | 110 | 0.2 | 23 | 7
CC(=O)NC(CC(=O)Nc1cccc(S(=O)(=O)N2CCCCC2)c1)c1ccccc1 (stereo unspecified) | -16 | 1 | 97 | -7 | 3 | 96 | -0.5 | 27 | 4
Cc1nc2ncnn2c(C)c1CCC(=O)NC(C)c1ccc2c(c1)OCCO2 (stereo unspecified) | 0 | 6 | 100 | 0 | 9 | 98 | 0.2 | 44 | 4
Cc1ccc(NC(=S)Nc2ccc(S(=O)(=O)Nc3ncccn3)cc2)c(C)c1 | 0 | -8 | 102 | 11 | 6 | 100 | 0.0 | 19 | 2
CCCCc1nc(NCc2ccccc2)c(C#N)c2c1CCCC2 | -3 | -5 | 98 | 3 | 27 | 95 | -0.4 | -7 | -3
O=C(O)C1CCCCC1C(=O)NCc1ccncc1 (stereo unspecified) | 1 | -13 | 89 | -6 | 9 | 90 | -0.6 | -5 | -5
O=C(c1c(F)cccc1F)N1CCN=C1SCc1ccccc1 | -11 | -8 | 95 | -14 | / | 95 | 1.4 | 42 | -4
COc1ccc(Oc2cc(C(F)(F)F)nc(N(C)C)n2)cc1 | 1 | -3 | 100 | -7 | 6 | 101 | -0.9 | 26 | 6
COc1ccc2c(c1)CCC/C2=N\OC(=O)c1ccccc1F | -18 | 5 | 108 | -12 | 1 | 104 | -1.1 | 6 | 3
COc1ccc(CCNC(=O)c2nnn(-c3cccc(C)c3)c2N)cc1OC | -22 | -10 | 52 | -3 | 2 | 59 | -0.7 | -9 | -14
CN(C)c1ccc(N/C(=N\S(=O)(=O)c2cccs2)c2ccccc2)cc1 | -12 | -23 | 106 | -3 | 23 | 100 | -1.5 | -12 | 18
COc1ccc(S(=O)(=O)Nc2ccccc2C(F)(F)F)cc1 | 0 | -15 | 100 | -8 | 16 | 104 | -1.3 | 10 | 5
Cc1ccccc1OCCCC(=O)Nc1ccc(N2CCOCC2)cc1 | -24 | -5 | 84 | 1 | 6 | 107 | 2.8 | 10 | 5
Cc1cccc(NC(=O)C(C)C(=O)c2ccccc2)c1 (stereo unspecified) | -2 | 2 | 100 | -9 | 3 | 101 | / | 39 | 2
O=C(O)CCCn1cc(NC(=O)COc2ccccc2)cn1 | -7 | -10 | 103 | -12 | 11 | 103 | 0.3 | 33 | 4
CCc1c(C)sc(NC(=O)/C=C/c2ccc3c(c2)OCO3)c1C(=O)OC | -6 | 0 | 100 | 8 | 13 | 100 | -1.1 | -6 | -2
CC(C)(C)[C@H]1CCC(=O)N([C@H](CSc2ccccc2)Cc2ccccc2)CC1 | -41 | -6 | 103 | 9 | 17 | 95 | -0.2 | -2 | -1
CCOc1ccc(N2C(=O)CC(NCCNc3ccc([N+](=O)[O-])cn3)C2=O)cc1 (stereo unspecified) | -3 | 10 | 65 | 11 | 9 | 64 | -1.2 | 47 | -25
COc1ccc(S(=O)(=O)N[C@H](C(=O)N2CC[C@@]3(O)CCCC[C@H]3C2)c2ccccc2)cc1 | -29 | 3 | 108 | -11 | -12 | 108 | 0.3 | -8 | 10
Cc1ccc(NC(=O)N2CCC(NC(=O)c3cccc(C)c3)CC2)cc1 | -24 | -2 | 94 | -3 | 27 | 86 | 1.2 | 16 | -8
Cc1cc(NCc2ccc3c(c2)OCO3)n2nc(C)nc2n1 | -3 | -5 | 104 | -5 | -52 | 109 | -0.6 | 2 | 6
COc1ccc(NC(=O)COc2ccc3oc(=O)cc(C)c3c2)cc1 | -13 | -7 | 102 | 8 | 27 | 102 | 0.0 | 32 | 0
CNc1oc(Cc2ccccc2)nc1S(=O)(=O)c1ccccc1 | 0 | -5 | / | -7 | 22 | / | -0.3 | -31 | /
Cn1cc(CCC(=O)NCCCc2ccccc2)c2ccccc21 | -26 | 3 | 96 | 4 | 12 | 101 | -2.2 | 30 | 2

Screens deposited in PubChem BioAssay by several laboratories.
